Screening data deposited in PubChem BioAssay by National Center for Advancing Translational Sciences (NCATS).
TCR act = activates T cell receptor signaling. primary human leukocytes, anti-CD3, IL-2 HTRF, 48 h. Potency, µM (doses to about 9.22 µM), for inactives: at the highest dose activation of IL-2 secretion, hits mostly activators. 330,000 tested, under 10 active. AID 504894; note: % of control where 0% means no effect
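Primary human leukocytes incubated 48 hr with anti-CD3 beads plus compound, without co-stimulation. Secreted IL-2 measured by HTRF (europium cryptate/d2 anti-IL-2 pair, 320 nm excitation, 665 nm emission).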
KCNH2 WT inh = inhibitors of human wildtype KCNH2 potassium channel; Q12809; U2OS, BacMam KCNH2, thallium flux FluxOr; stronger effect = lower value; activity change, % at 1.84 µM; 340,000 compounds, 0.37% hits;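 active = maximum activity change below -70%; inconclusive = maximum activity change between -70% and -50%; inactive = maximum activity change above -50%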; note: % is set by controls: 0 for no effect and ±100 for the full control effect
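U2OS cells transduced with wild-type KCNH2 virus are loaded with FluxOr dye for 45 min, and thallium flux is measured in kinetic reads before and after stimulation buffer. Rate constants are normalized to DMSO controls.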
KCNH2 3.1 inh = inhibitors of human KCNH2 3.1 potassium channel isoform; activity change, % (tested at about 1.8 µM); 340,000 compounds, 0.95% hits; AID 720553; U2OS KCNH2 3.1, thallium flux FluxOr; stronger effect = lower value;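 active = maximum activity change below -70%; inconclusive = maximum activity change from -70% to -50%; inactive = maximum activity change above -50%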;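 note: thallium influx rate constant from kinetic fluorescence after stimulation buffer; % is set by controls: 0 for no effect and ±100 for the full control effect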
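Normalized rate constant (relative to positive and negative DMSO controls) derived from a 2 min kinetic fluorescence read after stimulation; U2OS cells expressing the 3.1 isoform via virus at 1.77 x 10^8 /mL.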
TRPV1 ag = human TRPV1 agonism | 320,000 compounds, 0.19% hits | activation, % at 8.33 µM | Q8NER1 | TRPV1-expressing cells, Fluo-8 calcium influx, agonist mode; in the data active = activation above about 80%; inconclusive = between about 30% and that limit; note: 0% is about no effect
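Fluo-8 calcium influx in TRPV1-expressing cells, kinetic read (ex 480/em 520 nm). Compound added and read 3 min for agonist activity, followed by capsaicin at EC20 final and 2 min further read for enhancement.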
TSHR antagonist = blocks TSH signaling through the human TSH receptor; activity change, negative = inhibition, % at 11.5 µM; 330,000 compounds, 0.2% hits; P16473; TSHR-expressing cells, TSH-stimulated cAMP HTRF, 2 h; stronger effect = lower value;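 active = activity change below a set negative limit, meaning inhibition stronger than a set level, cut at about -70% in these data; inconclusive = activity change between two set negative limits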; note: % is set by controls: 0 for no effect and ±100 for the full control effect
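Freshly harvested TSHR cells receive pin-tooled compound, then EC80 TSH at 4nM final. After 2 hours at 37 deg C, antibody in lysis buffer and cAMP-d2 are added; 30 minutes at ambient temperature precede the HTRF read.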
A-T KAP1 phos = potential ataxia-telangiectasia treatments restoring KAP-1 phosphorylation | […] A-T fibroblasts, KAP-1 phosphorylation AlphaLISA; neocarzinostatin DNA damage 30 min before lysis | 320,000 compounds, 0.19% hits | Potency, µM (series often up to 57.5 µM), for the others: at the highest dose activation, most hits filed as activators; note: potency is the fitted concentration of half-maximal effect; % of control where 0% means no effect; nearly all actives have a fitted effect of over 45% in size
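ATM-like activity read as KAP-1 phosphorylation via AlphaLISA donor/acceptor antibody pairs after lysis and 6 hr at 25C. Cells were ATM-null patient fibroblasts ([…], hTERT), dosed 60 min, then exposed to the DSB inducer NCS for 30 min.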
ELG1 repair inh = blocks ELG1-dependent DNA repair in HEK293T cells; HEK293T ELG1-luciferase reporter, luminescence, 16 h; DNA damage induced by 5-fluorouridine; Potency, µM (series often up to 46.1 µM), without a hit: at the highest dose activity change, negative = inhibition, usual class: inhibitors; 330,000 compounds, 2.3% hits; note: potency is the fitted concentration of half-maximal effect; % is set by controls: 0 for no effect and ±100 for the full control effect; nearly all actives have a fitted effect of over 55% in size
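In this reporter screen, reduction of luminescence relative to DMSO vehicle indicated activity. Compounds and 5-fluorouridine were added together to 2,000 cells per well, incubated for 16 hr at 37 °C, then developed with ONE-Glo.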
Eya2 inh = inhibitors of human Eya2 phosphatase activity; O00167; recombinant Eya2, OMFP fluorescence dephosphorylation (OMFP is methylfluorescein phosphate); Potency, µM (doses to about 76.9 µM), for inactives: at the highest dose activity, negative = inhibition, most hits filed as inhibitors; 330,000 compounds, 0.006% hits; note: potency is the fitted concentration of half-maximal effect; % is set by controls: 0 for no effect and ±100 for the full control effect
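Eya2 protein (added as 0.2 uM solution) was preincubated with compound for 10 min at ambient temperature in 50 mM HEPES pH 7.5, 50 mM NaCl, 5 uM MgCl2, 0.05% BSA, 1 mM DTT. OMFP (added at 50 uM) then reacted 10 min; fluorescence read at 485/525 nm.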
USP2a block = blocks human ubiquitin-specific protease USP2a; O75604; USP2 core, Ub-CHOP2 coupled fluorogenic reporter, 485/531; Potency, µM (highest dose often 38.3 µM), for inactives: top-dose activity change, negative = inhibition, hits mostly inhibitors; 330,000 compounds, 0.01% hits; AID 463254;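 note: potency is the fitted concentration of half-maximal effect; plate controls were DMSO wells for no effect and full inhibition by NEM control for full effect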
Target sequence (O75604 whole entry, looked up): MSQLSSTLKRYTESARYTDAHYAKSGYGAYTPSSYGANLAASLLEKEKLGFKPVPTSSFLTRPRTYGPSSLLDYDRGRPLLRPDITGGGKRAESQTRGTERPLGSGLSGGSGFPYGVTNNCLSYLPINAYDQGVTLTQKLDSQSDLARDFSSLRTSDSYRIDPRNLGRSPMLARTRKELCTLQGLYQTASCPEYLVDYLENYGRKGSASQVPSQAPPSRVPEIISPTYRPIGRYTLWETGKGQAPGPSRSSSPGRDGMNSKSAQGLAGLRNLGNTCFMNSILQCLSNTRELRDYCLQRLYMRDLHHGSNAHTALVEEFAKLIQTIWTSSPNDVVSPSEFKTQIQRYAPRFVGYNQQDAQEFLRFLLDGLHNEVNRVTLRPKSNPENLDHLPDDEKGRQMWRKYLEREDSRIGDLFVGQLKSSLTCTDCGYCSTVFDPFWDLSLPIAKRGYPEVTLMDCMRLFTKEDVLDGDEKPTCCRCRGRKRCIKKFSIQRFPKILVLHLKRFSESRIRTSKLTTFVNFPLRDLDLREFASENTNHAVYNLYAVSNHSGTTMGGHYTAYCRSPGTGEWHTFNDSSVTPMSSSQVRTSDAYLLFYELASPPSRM
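USP2 core (10nM final) preincubated 30min RT with compound in 20mM Tris-HCl pH 8.0, 2mM CaCl2, 2mM beta-mercaptoethanol, 0.05% CHAPS; 25nM Ub-CHOP2 plus 25nM reporter substrate added, fluorescence (Ex485/Em531) read after 60min.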
Mito fusion act = blocks mitochondrial division or promotes mitochondrial fusion | S. cerevisiae fusion-defective mutant growth rescue, CellTiterGlo 48 h | Potency, µM (top dose mostly 46.1 µM), without a hit: at the top dose growth rescue (activation), hits mostly activators | 320,000 compounds, 0.23% hits;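 note: potency is the fitted concentration of half-maximal effect; % of control where 0% means no effect; nearly all actives have a fitted effect of over 45% in size; temperature-sensitive fusion mutants such as fzo1-1 at 37 °C on non-fermentable ethanol glycerol medium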
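S. cerevisiae fusion-defective temperature-sensitive mutants (e.g. fzo1-1, mgm1-5) grown 48 h at 37C in YPEG (ethanol/glycerol non-fermentable) medium with 23 nl compound per well; growth rescue read as CellTiterGlo luminescence.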
* = called active by the depositor; ? = inconclusive; . = no result given; & = joins results of further samples; [ ] = another dose, or the depositor's remark. Unless noted, calls come from the whole dose curve; as a rule, active = well fitted curve in the direction sought with a large enough effect; inconclusive = small, poorly fitted or top-dose-only effect, or another doubt; inactive = no such curve, though single readings can be large; an effect the other way counts as inactive or inconclusive.

The first 2 records (preview)
smiles,TSHR antagonist,ELG1 repair inh,USP2a block,TCR act,KCNH2 3.1 inh,TRPV1 ag,Mito fusion act,Eya2 inh,KCNH2 WT inh,A-T KAP1 phos
CCN(CC)C(=O)Cn1nc(-c2ccccc2O)nc1SCC(=O)Nc1ccc(OC)cc1,3,?,4%,.,10,3,2%,-11%,-19,13%
CN(C)CCCOC(=O)COc1ccc(C(C)(C)C)cc1,-3,-6%,1%,-11%[46.1 µM],-15,1,0%,7%,26,-3%

The listing, from the first entry:
smiles,TSHR antagonist,ELG1 repair inh,USP2a block,TCR act,KCNH2 3.1 inh,TRPV1 ag,Mito fusion act,Eya2 inh,KCNH2 WT inh,A-T KAP1 phos
CCN(CC)C(=O)Cn1nc(-c2ccccc2O)nc1SCC(=O)Nc1ccc(OC)cc1,3,?,4%,.,10,3,2%,-11%,-19,13%
CN(C)CCCOC(=O)COc1ccc(C(C)(C)C)cc1,-3,-6%,1%,-11%[46.1 µM],-15,1,0%,7%,26,-3%
COc1ccccc1CCNC(=O)c1ccc(Br)s1,1,?,-2%,0%,-13,?,3%,8%,-7,9%
CC(C)(CNC(=S)NCCc1ccccc1)CNC(=S)NCCc1ccccc1,-14,?,-1%,-1%,-12,5,1%,-8%,8,-5%
Cc1ccc(OCC(=O)NNC(=S)NC(=O)C(C)(C)C)c(Br)c1,-20,0%,3%,-6%,25,21,-2%,7%,-1,-4%
CC(C)N(C(=O)[C@H]1CC(CC(=O)NCCCN(C)C)C(=O)N2CCc3c([nH]c4ccccc34)[C@]12C)C(C)C (some centres not stated),13,4%,-2%,-8%,19,.,.,-19%,-2,-9%
COc1ccc(NC(=O)CSc2ccc([N+](=O)[O-])cc2)cc1S(=O)(=O)N1CCOCC1,8,-16%,4%,0%,-4,1,-3%,-7%,-4,-4%
O=C(NCc1ccc(Cl)cc1)c1cc(=O)[nH]c2ccc(S(=O)(=O)N3CCOCC3)cc12,1,2%,2%,-2%,3,0,2%,-4%,5,9%
CCC(=O)c1ccc(OC)c(OC)c1O,2,-1%,-2%,-2%,19,-4,14%,-11%,1,0%
CCOC(=O)c1c(NC(=O)COC(=O)/C=C/c2ccco2)sc2c1CC(C)(C)NC2(C)C,-11,?,1%,0%,5,6,25%,-8%,-6,-4%
COc1ccc(NC(=O)CN(C)C(=O)c2cccc(S(=O)(=O)N3CC4(C)CC3CC(C)(C)C4)c2)cc1 (configuration not stated),5,-5%,-2%,-11%,-1,19,9%,9%,-2,-1%
CC(Sc1ccc2ccccc2n1)C(=O)O (configuration not stated),102&52,14%&2%,3%&-2%,-41%,10,-1&-3,5%&-3%,13%&-14%,1,5%&-1%
COc1ccccc1NC(=O)C1CCCN1C(=O)NCc1ccccc1 (configuration not stated),2,9%,-1%,-22%,2,-2,2%,-3%,-6,12%
CC1=CC(C)[C@H](/C=N/n2c(=O)[nH]c3c([nH]c4ccc(C)cc43)c2=O)C(C)C1 (some centres not stated),-7,-28%,12%,4%,-5,18,4%,4%,9,1%
CNC(=O)c1nnsc1S(=O)c1ccc(Cl)cc1 (configuration not stated),-14,?,1%,-5%,-1,-2,4%,-3%,-8,1%
CC(NC(=O)COc1cccnc1[N+](=O)[O-])c1ccc(Cl)cc1Cl (configuration not stated),2,-5%,0%,-5%,2,5,31%,0%,0,-27%
O=C(CCCN1C(=O)c2ccccc2C1=O)NCC1CCCO1 (configuration not stated),1,-1%,1%,-4%,19,0,1%,-10%,3,-12%
CCc1nc(SCC(=O)NC2CCCC2)c2oc3ccccc3c2n1,-9,22%,-1%,0%,0,4,3%,0%,2,14%
Cc1ccc([N+](=O)[O-])cc1NC(=O)c1ccc(CSc2ccccc2)cc1,0,18%,12%,4%[46.1 µM],0,4,-1%,-10%,-2,6%
COc1ccccc1N1CCN(CCCOc2ccc(F)cc2)CC1,6,-3%,0%,-4%,-22,-1,-1%,0%,24,.
O=C(CCn1c(=O)c2ccccc2n(Cc2cccnc2)c1=O)NCc1ccc2c(c1)OCO2,-7,-12%,2%,10%,2,1,-3%,8%,-1,16%
O=C(CCNc1ccc(Cl)cc1)c1cccs1,-20,?,1%,-1%[46.1 µM],-8,?,10%,0%,-12,-1%
Cn1c(=O)c2c(nc(CO)n2C)n(C)c1=O,9,5%,0%,-4%,2,-1,18%,-19%,-1,-1%
Cc1ccccc1NC(=O)C1C2C=CC(C3CC23)C1C(=O)O (configuration not stated),5,14%,0%,-3%,0,1,-11%,7%,-8,2%
COc1c(C=O)cc2c3c1CCCN3CCC2,14,-1%,4%,.,12,1,4%,-18%,-2,-2%
CN(C)Cc1cc(CN(C)C)c(O)c(CCc2ccccc2)n1,-2,12%,-2%,.,-14,-4,-3%,12%,15,.
Cc1ccc(C(=O)Nc2ccccc2SCC2CSc3nc4ccccc4c(=O)n32)cc1 (configuration not stated),1,8%,0%,3%,-16,0,0%,-11%,14,9%
Cc1cc(Cl)ccc1NC(=O)COC(=O)c1nc2nccc(C)n2n1,-1,-10%,2%,7%,1,1,-5%,-3%,-9,0%
CC1CCN(C(=O)COC(=O)Cc2ccc(Br)cc2)CC1,-12,21%,3%,0%,-8,?,-14%,2%,-8,26%
Cc1ccc(NC(=O)CSc2ccccc2)cc1S(=O)(=O)N1CCOCC1,-13,-9%,0%,-3%,1,14,7%,4%,11,14%

smiles,TSHR antagonist,ELG1 repair inh,USP2a block,TCR act,KCNH2 3.1 inh,TRPV1 ag,Mito fusion act,Eya2 inh,KCNH2 WT inh,A-T KAP1 phos
CCOC(=O)N1CCN(S(=O)(=O)c2cccc3ccc(C)nc23)CC1,13,?,2%,.,9,-2,1%,2%,-12,1%
COc1cc(CC(=O)OCC(=O)NCC(C)C)cc(OC)c1OC,-3,-1%,2%,1%,0,-3,-10%,-30%,-1,-1%
Cc1ccc(S(=O)c2snnc2C)cc1 (configuration not stated),6,-5%,5%,-1%,19,-4,-7%,-4%,27,35%
CC(=O)Nc1ccc(C(=O)CSc2cc(C)c3cccc(C)c3n2)cc1,7,-29%,1%,5%[46.1 µM],-19,3,-5%,-1%,0,14%
Cc1noc(C)c1C(=O)NCc1ccccc1,2,?,0%,-1%,6,0,-2%,3%,2,3%
O=C(CSc1ncnc2c1oc1ccccc12)Nc1cccc(C(F)(F)F)c1,3,3%,-1%,5%,-21,-7,1%,12%,2,-2%
Cc1nn2c(Nc3ccc(F)cc3)c3c(nc2c1-c1ccccc1)CCC3,-2,11%,0%,-1%[46.1 µM],12,-1,-12%,5%,27,-4%
COc1ccc(C(=O)N2CCNC(=O)C2)cc1S(=O)(=O)Nc1ccc(Br)cc1,12,-11%,3%,-5%,5,0,-3%,-12%,10,4%
COc1ccc(CCN(CC(=O)NC2CCCC2)C(=O)CCC(=O)Nc2cc(C)on2)cc1OC,-6,-4%,0%,0%,-9,2,-3%,14%[15.4 µM],-13,-15%
Cc1ccc(CN(C(=O)c2cc(=O)c3cc(C)cc(C)c3o2)C2CCS(=O)(=O)C2)cc1 (configuration not stated),-12,-9%,2%,-6%,17,11,10%,-5%,22,4%
Cc1cccc(/C=N/n2c(-c3ccco3)n[nH]c2=S)c1,-2,0%,3%,-3%,1,-1,0%,-22%,-6,-10%
COc1cccc(-c2nnc(N)o2)c1,4,27%,9%,-1%,5,-3,18%,1%,5,7%
Cc1nnc(NC(=O)CSc2nc(N)c(NC(=O)c3cccs3)c(=O)[nH]2)s1,6,-3%,1%,0%,-6,-2,-2%,12%,-11,2%

These rows are one share of the data (hit frequency here may not be typical).
